# LEDGF integ inh: blocks HIV-1 LEDGF/p75-dependent DNA integration; TR-FRET IN-LEDGF/p75 DNA integration, Eu/Cy5; inhibition, % at 3.7 µM; 0.64% of 370,000 active; AID 743269;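 active = inhibition above the screen-wide mean plus 3 SD, cut at about 13% in these data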;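 note: signal is the Cy5 over europium emission ratio at 671 and 618 nm; 0% = plate median of compound wells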
# MBD2 inh: MBD2-methylated oligo binding inhibition. Q9UBB5. TR-FRET, MBD2 binding to methylated oligonucleotide. inhibition, % at 4.4 µM. 0.31% of 370,000 active; in the data active = inhibition above about 13%
# KLK7 zymogen act: proKLK7 (human) activation, primary screen; P49862; purified proKLK7, EDANS-DABCYL substrate fluorescence; 100% is mature enzyme control, 0% vehicle; activation, % at 7 µM; 0.9% of 370,000 active;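 active = activation above the mean of all tested compounds plus 3 SD, computed per campaign excluding outliers beyond control limits, cut at about 13% in these data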
# Target sequence (P49862 whole entry, looked up): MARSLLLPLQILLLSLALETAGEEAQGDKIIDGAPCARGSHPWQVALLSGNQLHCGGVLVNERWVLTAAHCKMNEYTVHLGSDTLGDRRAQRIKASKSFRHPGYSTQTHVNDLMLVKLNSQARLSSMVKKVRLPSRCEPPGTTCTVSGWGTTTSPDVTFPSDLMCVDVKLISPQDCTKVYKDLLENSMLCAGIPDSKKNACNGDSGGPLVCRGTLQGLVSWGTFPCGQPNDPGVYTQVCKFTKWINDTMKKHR
# TCR CD3 inh: human TCR-CD3 binding inhibition; TAMRA-labeled TCR probe fluorescence, biochemical; inhibition, % at 9.4 µM; 0.37% of 360,000 active; AID 651800; in the data active = inhibition above about 19%;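 note: recombinant mutant TCR 2C K166C tagged with TAMRA read by polarization; 0% = receptor in buffer alone and 100% = receptor with positive control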
# UHRF1 MBD2 ctr: UHRF1 methyl-DNA binding inhibition. UHRF1 binding to methylated oligo, TR-FRET. Q96T88. 0.75% of 370,000 active. inhibition, % at 4.4 µM; in the data active = inhibition above about 21%;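 note: UHRF1 SRA domain binding a hemimethylated CpG hairpin DNA probe; 0% = median of test compound wells and 100% = reference inhibitor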
# Tn7 DDE FP: disrupts Tn7 cyclic peptide binding to fibrin D-Dimer-E complex; FP displacement of FITC-Tn7 peptide from fibrin DD(E); 0% = median of compound wells per plate; inhibition, % at 8.3 µM; 0.13% of 370,000 active;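 active = inhibition above the mean of compounds falling within the control limits plus 3 SD of them, cut at about 14% in these data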;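 note: 0% = plate median of compound wells and 100% = 10 µM Aha-Tn7 peptide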
#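 system = human fibrin DD(E) protein | quantity = DD(E) 2 µM final | medium = Tris/NaCl/CaCl2 buffer, pH 7.8 | also added = labelled Tn7 tracer, 0.1 µM | compound dosing = single point at 8.3 µM | timing = compound with protein 10 min, then 3 h after probe, room temperature | signal = FP measurement | benchmarks = Aha-Tn7 high control | repeats = one replicate per compound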
# PRMT1 FP inh: inhibitors of human PRMT1; AID 652257; inhibition, % at 2.79 µM; 1.3% of 370,000 active; recombinant PRMT1, activity-based probe fluorescence polarization;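 active = inhibition above about 21% made by adding two undisclosed values, limit read from the data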
# Target sequence (Q99873 whole entry, looked up): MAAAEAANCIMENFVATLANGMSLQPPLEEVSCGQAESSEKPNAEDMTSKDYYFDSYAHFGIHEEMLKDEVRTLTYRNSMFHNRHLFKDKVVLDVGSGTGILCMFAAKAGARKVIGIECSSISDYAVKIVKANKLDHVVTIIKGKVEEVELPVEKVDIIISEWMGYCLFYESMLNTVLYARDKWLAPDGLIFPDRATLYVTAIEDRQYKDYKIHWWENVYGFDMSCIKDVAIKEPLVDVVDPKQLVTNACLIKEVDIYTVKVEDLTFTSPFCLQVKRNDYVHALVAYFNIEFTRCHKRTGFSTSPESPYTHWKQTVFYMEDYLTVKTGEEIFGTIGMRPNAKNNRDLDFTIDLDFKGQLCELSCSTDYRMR
# DDE Tn6 FP inh: disrupts Tn6 cyclic peptide binding to fibrin D-Dimer-E complex | inhibition, % at 8.3 µM | 0.21% of 370,000 active | Fibrin DD(E) TRITC-Tn6 fluorescence polarization displacement | P02675;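 active = inhibition above a per-campaign cutoff: mean of compounds within control limits plus 3 SD, cut at about 15% in these data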;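 note: 0% = median of all compound wells on the plate and 100% = blocking peptide control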
# SIAE primary: inhibitors of human sialic acid acetylesterase SIAE; 0.69% of 370,000 active; AID 1053197; Q9HAT2; SIAE FP-Rh probe binding, fluorescence polarization; inhibition, % at 9.66 µM;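 active = inhibition above a cutoff: mean of compounds within the control limits plus 3 SD of those, cut at about 17% in these data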;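 note: 0% = plate median of compound wells and 100% = probe without SIAE protein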
# TDP2 absorb: blocks human TDP2 phosphodiesterase activity | O95551 | inhibition, % at 12.8 µM | recombinant TDP2, T5PNP hydrolysis, p-nitrophenol absorbance 415 nm | 0.34% of 370,000 active;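 active = inhibition above the mean of all tested compounds plus 3 SD, set per campaign, cut at about 25% in these data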;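 note: 0% = DMSO with enzyme and 100% = buffer with substrate but no TDP2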
# Target sequence (O95551 whole entry, looked up): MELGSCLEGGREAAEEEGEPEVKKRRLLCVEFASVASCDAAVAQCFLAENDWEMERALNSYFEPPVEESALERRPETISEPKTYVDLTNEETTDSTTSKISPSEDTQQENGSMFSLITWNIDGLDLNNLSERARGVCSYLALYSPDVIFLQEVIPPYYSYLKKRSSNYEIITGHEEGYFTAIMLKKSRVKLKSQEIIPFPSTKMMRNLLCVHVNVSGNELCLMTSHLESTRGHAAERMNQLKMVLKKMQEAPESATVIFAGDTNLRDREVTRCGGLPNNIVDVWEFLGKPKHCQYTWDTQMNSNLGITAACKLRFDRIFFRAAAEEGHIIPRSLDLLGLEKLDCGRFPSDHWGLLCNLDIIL
#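 Evaluation: % inhibition relative to enzyme-containing and enzyme-free wells. Material: recombinant human TDP2. Benchmarks: enzyme-free and DMSO wells. Timing: enzyme reaction with compound for 2 h at 37 °C. Compound dosing: 12.8 µM only. Measured by: p-Nitrophenol epi absorbance. Reagent: T5PNP substrate at 5 mM, a TopII-DNA adduct mimic. Replication: single well per compound.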
# * hit, by the source's call. No enrichment for hits; about 4.6% have a hit in one of these screens.
SMILES	LEDGF integ inh	MBD2 inh	KLK7 zymogen act	TCR CD3 inh	UHRF1 MBD2 ctr	Tn7 DDE FP	PRMT1 FP inh	DDE Tn6 FP inh	SIAE primary	TDP2 absorb
Cc1cc(C)c(S(=O)(=O)N2CCN(C(=O)c3ccc(-n4cncn4)c([N+](=O)[O-])c3)CC2)c(C)c1	-2	1	0.4	-9	-1	-2	-3	-5	-1	8
COc1ccc(C(=O)NCC(=O)N2CCN(c3ccc(Cl)cc3)CC2)cc1	1	0	0.1	1	-1	1	0	6	-1	10
COc1ccc(S(=O)(=O)Nc2ccccc2C(N)=O)cc1OC	2	1	-1.1	0	-1	-3	-1	-11	0	7
Cn1c(-c2ccccc2)c(Sc2ccccc2)c2cc(-c3ccc4cc[nH]c4c3)ccc21	1	1	2.8	-2	0	3	1	-4	-9	3
Nc1c(N2CCCCC2)c(=O)[nH]c(=O)n1-c1ccccc1	-1	4	-0.3	-4	1	3	3	7	-3	-8
COC(=O)c1ccccc1Sc1ncnc2onc(C)c12	-2	-4	0.0	5	-3	1	10	7	-5	6
CCOC(=O)N1CCN(CC(=O)Nc2cc(C)nn2-c2nc3ccccc3s2)CC1	3	1	0.4	-11	1	-3	0	-3	-8	0
Cn1ccnc1SCC(=O)Nc1ccc(Cl)cn1	-2	2	0.4	3	6	1	7	-4	2	-14
CCOC(=O)c1cc(C#N)c(SC)nc1-c1ccccc1	0	2	0.5	6	0	-5	-1	-7	-4	6
C[C@@H]1CN([C@@H](C)CO)C(=O)CCCn2cc(nn2)CO[C@H]1CN(C)C(=O)Nc1cccc(Oc2ccccn2)c1	-1	-6	0.6	10	-4	9	-1	4	0	9
CCOC(=O)N1CCC(=NNC(=O)COc2ccc(C#N)cc2)CC1	3	-6	-0.8	3	1	-2	-2	-1	2	2
CCc1cc2c(=O)c(-c3nc4ccccc4n3C)coc2c(CN2CCCCC2C)c1O (stereo not given)	-5	4	16*	-8	0	-2	0	4	3	-10
COC(=O)[C@@]12C[C@@H](CC(=O)N3CCOCC3)C(=O)N(Cc3ccco3)C1=CCC(C)(C)C2	1	0	1.1	-2	-2	-1	-1	5	2	11
CN(C)c1ccc(/C=N/NC(=O)CN(c2cccc(Cl)c2)S(C)(=O)=O)cc1Br	2	0	0.2	1	7	-2	-2	5	5	-2
Cc1ccc(C2C(C#N)=C(N)Oc3n[nH]c(-c4cccnc4)c32)o1 (stereo not given)	3	-4	0.1	0	-9	-9	2	-5	3	14
O=C(O)c1cn(-c2ccc(F)cc2)c2cc(Cl)c(F)cc2c1=O	3	-1	1.2	-2	28*	0	-1	-2	7	7
CC(C)C(=O)Nc1ccc(C(=O)Nc2nnc(C(C)(C)C)s2)cc1	3	-6	-0.5	5	0	2	1	-1	-8	14
Cc1ccc(C)c(OCC(=O)N(Cc2nnc(-c3ccccc3Cl)o2)C2CC2)c1	0	3	0.4	-6	-1	0	-1	-5	12	-2
CCCOC(=O)Cn1c(=O)c2cc3c(=O)n(CC(=O)OCCC)c(=O)c3cc2c1=O	1	-3	-0.1	10	0	-8	1	3	1	-2
O=C(Nc1ccc(Br)cc1F)c1sccc1-n1cccc1	1	1	0.6	3	-3	-4	-1	0	10	3
Brc1ccc2oc(-c3ccn[nH]3)cc2c1	1	2	-0.5	6	-2	5	-2	7	-6	-8
COc1ccc2nc(SCC(=O)c3ccco3)[nH]c2c1	2	-4	-0.5	4	0	-7	-4	-3	8	7
COc1ccccc1CNC(=O)COc1ccc(Br)c(C)c1	5	3	-0.1	3	2	-8	1	-2	-1	-11
O=C(Cn1nc(C(F)(F)F)c2c1CCCC2)Nc1ccc2c(c1)OCO2	-2	-1	0.2	6	0	3	0	-6	4	2
CC(C)N1CCC(N2CCN(C3CCCCC3)CC2CCO)CC1 (stereo not given)	-2	-5	0.1	2	2	2	-7	7	-2	0
O=C(CN1C(=O)NC2(CCCCC2)C1=O)NC1CCCc2ccccc21 (stereo not given)	0	3	-0.8	-1	2	2	2	8	-9	-8
CCn1ccnc1CN1CCCC(C(=O)c2ccc3c4c(cccc24)CC3)C1 (stereo not given)	7	-7	10	1	1	-7	-5	-3	-3	-19
CC(=O)Nc1ccc(S(=O)(=O)Nc2nnc(C)s2)cc1	1	3	0.9	2	1	-2	21	-5	2	11
CCCCn1c(N)c(N(CC(C)C)C(=O)c2oc3c(Cl)cccc3c2C)c(=O)[nH]c1=O	-1	2	-0.2	-10	1	-1	1	6	4	0
Nc1c(C(=O)Nc2ccccc2)nnn1-c1ccc2c(c1)OCCO2	-8	4	-0.4	1	1	10	1	8	1	1

# Some of the entries so far, with values ahead of the structure:
LEDGF integ inh	MBD2 inh	KLK7 zymogen act	TCR CD3 inh	UHRF1 MBD2 ctr	Tn7 DDE FP	PRMT1 FP inh	DDE Tn6 FP inh	SIAE primary	TDP2 absorb	canonical_smiles
1	1	2.8	-2	0	3	1	-4	-9	3	Cn1c(-c2ccccc2)c(Sc2ccccc2)c2cc(-c3ccc4cc[nH]c4c3)ccc21
0	3	0.4	-6	-1	0	-1	-5	12	-2	Cc1ccc(C)c(OCC(=O)N(Cc2nnc(-c3ccccc3Cl)o2)C2CC2)c1

# Continuation.
SMILES	LEDGF integ inh	MBD2 inh	KLK7 zymogen act	TCR CD3 inh	UHRF1 MBD2 ctr	Tn7 DDE FP	PRMT1 FP inh	DDE Tn6 FP inh	SIAE primary	TDP2 absorb
CC(C)(C)C(=O)Nc1cc2c3c(c1)CCC(=O)N3CCC2	2	-3	0.5	-3	-2	-1	-1	-5	7	6
CC1CCC(O)(C(C(=O)O)c2ccccc2)CC1 (stereo not given)	-1	2	1.1	3	2	-5	-1	-2	-3	-5
Cc1cnccc1CN(C)Cc1nc(Cc2ccccc2Cl)no1	1	-3	0.1	-2	-2	-4	-2	0	1	-5
Cc1ccccc1OCCCN1CCCC1	0	-1	0.8	8	-1	-1	2	-2	0	7
CCc1ccc(Oc2coc3cc(OC(=O)c4cc5ccccc5oc4=O)ccc3c2=O)cc1	1	1	-6.9	5	-5	2	-1	2	7	7
COc1ccccc1C(=O)CC(=O)C(=O)Nc1cccc([N+](=O)[O-])c1C	0	-4	-0.8	5	0	-6	-2	10	0	7
Cc1ccccc1Nc1nc(N)[nH]c(=O)c1N=O	-2	-10	0.2	9	-11	8	2	1	4	0
O=C(CN1C(=O)NC2(CCc3ccccc3C2)C1=O)NCC(F)(F)F (stereo not given)	-4	1	-0.1	-2	1	1	3	-10	-6	3
N#Cc1nc(N2CCCCC2)nc(N2CCOCC2)n1	-3	1	0.0	7	0	5	1	-3	-12	-8
Cc1cc2c([nH]c3ccccc32)c2c1OC(C)(C)C=C2	5	4	-0.9	7	0	2	-6	-2	8	4
O=c1[nH]c2ccc(Cl)cc2[nH]1	-4	1	-0.6	-6	-1	2	6	4	-3	6
CSc1nc(-c2ccco2)nn1C(=O)CCc1ccccc1	-4	-1	-0.3	-6	2	6	3	-1	5	1
CCCC#CCN1CCN(C23CC4CC(CC(C4)C2)C3)CC1	-1	-1	0.1	2	-1	3	-2	7	2	12
CC(=O)NS(=O)(=O)c1ccccc1	-2	1	0.1	-1	3	6	0	2	9	14
COCCCn1c(=S)[nH]c(C)c(C)c1=O	-2	4	0.2	-1	-2	-4	-2	3	5	7
CN(CC(=O)NCc1ccncc1)S(=O)(=O)c1ccc2ccccc2c1	-3	-2	0.0	-3	-3	0	0	2	-6	-7

# Given with values ahead of the structure: 13 of the compounds above.
LEDGF integ inh | MBD2 inh | KLK7 zymogen act | TCR CD3 inh | UHRF1 MBD2 ctr | Tn7 DDE FP | PRMT1 FP inh | DDE Tn6 FP inh | SIAE primary | TDP2 absorb | SMILES
0 | -1 | 0.8 | 8 | -1 | -1 | 2 | -2 | 0 | 7 | Cc1ccccc1OCCCN1CCCC1
1 | 1 | -6.9 | 5 | -5 | 2 | -1 | 2 | 7 | 7 | CCc1ccc(Oc2coc3cc(OC(=O)c4cc5ccccc5oc4=O)ccc3c2=O)cc1
0 | -4 | -0.8 | 5 | 0 | -6 | -2 | 10 | 0 | 7 | COc1ccccc1C(=O)CC(=O)C(=O)Nc1cccc([N+](=O)[O-])c1C
-2 | -10 | 0.2 | 9 | -11 | 8 | 2 | 1 | 4 | 0 | Cc1ccccc1Nc1nc(N)[nH]c(=O)c1N=O
-4 | 1 | -0.1 | -2 | 1 | 1 | 3 | -10 | -6 | 3 | O=C(CN1C(=O)NC2(CCc3ccccc3C2)C1=O)NCC(F)(F)F (stereo not given)
-3 | 1 | 0.0 | 7 | 0 | 5 | 1 | -3 | -12 | -8 | N#Cc1nc(N2CCCCC2)nc(N2CCOCC2)n1
5 | 4 | -0.9 | 7 | 0 | 2 | -6 | -2 | 8 | 4 | Cc1cc2c([nH]c3ccccc32)c2c1OC(C)(C)C=C2
-4 | 1 | -0.6 | -6 | -1 | 2 | 6 | 4 | -3 | 6 | O=c1[nH]c2ccc(Cl)cc2[nH]1
-4 | -1 | -0.3 | -6 | 2 | 6 | 3 | -1 | 5 | 1 | CSc1nc(-c2ccco2)nn1C(=O)CCc1ccccc1
-1 | -1 | 0.1 | 2 | -1 | 3 | -2 | 7 | 2 | 12 | CCCC#CCN1CCN(C23CC4CC(CC(C4)C2)C3)CC1
-2 | 1 | 0.1 | -1 | 3 | 6 | 0 | 2 | 9 | 14 | CC(=O)NS(=O)(=O)c1ccccc1
-2 | 4 | 0.2 | -1 | -2 | -4 | -2 | 3 | 5 | 7 | COCCCn1c(=S)[nH]c(C)c(C)c1=O
-3 | -2 | 0.0 | -3 | -3 | 0 | 0 | 2 | -6 | -7 | CN(CC(=O)NCc1ccncc1)S(=O)(=O)c1ccc2ccccc2c1

# Compound activity: PubChem, The Scripps Research Institute Molecular Screening Center
